# APOBEC3G inh – inhibitors of human APOBEC3G DNA deaminase; recombinant A3G, ssDNA deamination FAM/TAMRA fluorescence; Q9HC16; AID 493012; inhibition, % at 20 µM; 330,000 tested, 0.28% active;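 active = inhibition of at least 40% at 20 µM, with no more than 30% in the related APOBEC3A deaminase screen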;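 note: plate controls were DMSO wells with A3G for no effect and wells lacking A3G enzyme for full effect; some compounds called inactive have numbers as strong as hits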
# Target sequence (Q9HC16 whole entry, looked up): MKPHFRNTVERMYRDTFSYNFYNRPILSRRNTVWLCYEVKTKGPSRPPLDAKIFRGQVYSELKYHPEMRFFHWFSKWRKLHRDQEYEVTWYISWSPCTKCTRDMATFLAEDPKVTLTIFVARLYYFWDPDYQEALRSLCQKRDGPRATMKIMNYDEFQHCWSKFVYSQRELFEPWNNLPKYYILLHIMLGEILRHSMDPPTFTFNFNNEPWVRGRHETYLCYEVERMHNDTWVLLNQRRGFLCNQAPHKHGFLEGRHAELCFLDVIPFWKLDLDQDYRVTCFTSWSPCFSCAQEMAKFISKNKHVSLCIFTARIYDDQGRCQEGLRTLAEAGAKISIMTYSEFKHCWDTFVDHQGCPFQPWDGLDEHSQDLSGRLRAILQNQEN
# SENP6 block – blocks the human protease SENP6 | Recombinant SENP6 catalytic domain, aminoluciferin luminescence | inhibition, % at 10 µM | 330,000 tested, 1.8% active | AID 2599;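 active = inhibition above about 50% at the single tested dose, limit read from the data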;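 note: plate controls were DMSO wells with enzyme for no effect and DMSO wells lacking enzyme for full effect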
# SENP8 block-1 – inhibitors of human SENP8 protease | purified SENP8, Z-RLRGG-aminoluciferin cleavage, luminescence | AID 2540 | 330,000 tested, 1.2% active | Q96LD8 | inhibition, % at 10 µM; in the data active = inhibition above about 50%
# SENP1 inh – inhibitors of human SENP1 SUMO protease catalytic domain; recombinant SENP1 catalytic domain, CyPet-SUMO1-YPet FRET cleavage; 360,000 tested, 0.21% active; inhibition, % at 10 µM; AID 624204; Q9P0U3;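 active = inhibition at least 30% at 10 µM, raw YFP signal under a set limit, fluorescence ratio 0.5 to 1.5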;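 note: 0% = enzyme with DMSO and 100% = no enzyme wells; some results filed as inactive read as strong as hits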
# Target sequence (Q9P0U3 419-644 limits assumed): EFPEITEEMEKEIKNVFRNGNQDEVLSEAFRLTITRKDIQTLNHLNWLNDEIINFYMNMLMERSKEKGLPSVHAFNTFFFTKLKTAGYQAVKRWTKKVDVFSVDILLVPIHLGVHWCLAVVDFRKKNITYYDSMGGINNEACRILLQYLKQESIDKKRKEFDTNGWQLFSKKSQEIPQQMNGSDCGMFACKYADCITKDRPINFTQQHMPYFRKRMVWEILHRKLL
#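 Material – human SENP1 catalytic domain · Input – SENP1 enzyme, 20 pM final · Compound dosing – single concentration of 10 µM compound, 0.5% DMSO final · Timing – enzyme reaction for 50 min at room temperature, dark · Measured by – FRET fluorescence in CFP and YFP emission channels · Control set – no-enzyme wells low, DMSO-plus-enzyme wells high control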
# UBC13 polyUb – human UBC13 polyubiquitination inhibition | P61088 | UBC13 polyubiquitin chain formation, TR-FRET | inhibition, % at 20 µM | 330,000 tested, 0.47% active | AID 485273; in the data active = inhibition above about 45%, passing the limit was not always enough
# SENP8 block-2 – SENP8 (human) protease inhibition; recombinant SENP8, Nedd8 substrate fluorescence; 360,000 tested, 0.64% active; Q96LD8; AID 602440; inhibition, % at 20 µM; in the data active = inhibition mostly above about 40%, no sharp cut-off; inactive = mostly below about 27%
# Apaf1 inhib – human Apaf-1 inhibition. O14727. reconstituted apoptosome caspase-3 activity, DEVD-Rh110 fluorescence. inhibition, % at 20 µM. 330,000 tested, 0.71% active; active = inhibition of at least 40% at 20 µM;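 note: plate controls were DMSO wells for no effect and DEVD-CHO caspase inhibitor wells for full effect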
#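 Medium: Hepes buffer, pH 7.5 / System: biochemical Apaf-1 apoptosome reconstitution / Measured by: Rh110 fluorescence, excitation 480 nm, emission 540 nm / Times: compound with Apaf-1, dATP, procaspase-3 30 min, then 50 min reaction, room temperature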
# SENP7 block – blocks the human protease SENP7. recombinant SENP7, Z-RLRGG-aminoluciferin luminescence, 40 min. inhibition, % at 5 µM. 330,000 tested, 1.5% active;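 active = inhibition above about 50% at the single test dose, limit read from the data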;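 note: plate controls were DMSO with enzyme for no effect and no enzyme buffer wells for full effect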
# Target sequence (Q9BQF6 706-1050 limits assumed): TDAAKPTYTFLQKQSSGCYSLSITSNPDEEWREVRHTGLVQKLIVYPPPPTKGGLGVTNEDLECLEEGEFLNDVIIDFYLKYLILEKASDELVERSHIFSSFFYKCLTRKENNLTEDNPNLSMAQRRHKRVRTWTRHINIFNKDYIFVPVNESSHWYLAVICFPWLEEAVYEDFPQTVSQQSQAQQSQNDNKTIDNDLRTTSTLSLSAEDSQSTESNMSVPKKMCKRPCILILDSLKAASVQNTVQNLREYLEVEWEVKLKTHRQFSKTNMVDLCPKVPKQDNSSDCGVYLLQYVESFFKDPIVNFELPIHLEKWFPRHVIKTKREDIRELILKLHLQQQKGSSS
# Numbers without * were called inactive; x = not tested or not shown.
SMILES,APOBEC3G inh,SENP6 block,SENP8 block-1,SENP1 inh,UBC13 polyUb,SENP8 block-2,Apaf1 inhib,SENP7 block
O=C(COc1ccc(-n2cnnn2)cc1)Nc1ccc(F)c(F)c1F,-7.7,-3.0,-15.5,1.1,-8.6,20.0,9.2,-5.7
CC(c1ccccc1)n1c(-c2ccncc2)n[nH]c1=S (stereo unspecified),26.3,-9.1,-1.9,0.9,3.0,-13.0,-5.4,-10.0
COc1ccc2oc(C(=O)OCC(=O)NC3(C#N)CCCC3)c(C)c2c1,-7.6,-7.3,3.1,0.5,11.9,-404.1,10.1,1.1
O=C(N/N=C/c1ccc(-c2ccccc2[N+](=O)[O-])o1)c1cccnc1,0.7,31.9,44.1,-1.0,-45.8,8.9,78.8*,17.0
Cc1ccc(NC(=O)CN(C)C(=O)c2cccc(S(=O)(=O)NCc3cccs3)c2)cc1,-4.7,4.1,7.0,0.7,-5.2,18.5,2.5,-3.3
C=CCOc1ccccc1/C=c1\sc2nc(-c3oc4ccccc4c3C)nn2c1=O,-1.8,4.1,4.3,x,6.1,x,2.7,4.5
Cc1ccc(S(=O)Cc2ccc(C(=O)N3CCN(C4CCCCC4)CC3)o2)cc1 (stereo unspecified),-2.0,-12.7,-1.1,0.8,-3.6,16.5,-5.3,3.2
CN(Cc1ccccc1)c1nc2c(c(=O)[nH]c(=O)n2C)n1CCOc1ccccc1,-7.5,-2.6,-0.3,1.4,17.2,16.0,13.5,3.3
Clc1ccc(-c2cn3nc4c(nc3n2)CCCC4)cc1,-0.2,55.0*,38.5,-16.5,-14.5,-416.4,65.3*,13.8
COc1ccc(CCNC(=O)COC(=O)c2cnc(Cl)c(Cl)c2)cc1,3.1,-1.9,2.8,-1.0,-1.4,-2.3,9.0,8.7
CSCCC1NC2(C(=O)Nc3c(C)cc(Cl)cc32)[C@@H]2C(=O)N(C3CCCC3)C(=O)[C@H]12 (stereo partly specified),-2.5,4.3,5.0,-3.3,-3.5,14.5,19.8,8.0
COC(=O)C1=C(C)Nc2ncnn2C1c1ccco1 (stereo unspecified),-1.3,-14.2,3.9,-2.8,2.7,16.9,2.8,10.9
CCCNC(=O)C(Cc1ccccc1)NC(=O)c1cccc([N+](=O)[O-])c1 (stereo unspecified),-4.1,0.1,0.5,-1.1,-1.2,7.8,-2.4,-0.2
Cc1noc(C)c1COC(=O)/C=C/c1ccccc1Cl,-12.3,-4.4,-2.8,-0.3,2.5,14.8,10.0,-1.9
O=S(=O)(O)c1nc2ccccc2n1CCOc1ccccc1,-6.1,-13.9,-7.1,-1.0,-15.0,23.2,0.1,-8.6
COc1ccc(C(=O)/C=C/c2ccc(OC)c(COc3ccc(F)cc3)c2)cc1,-0.4,-15.7,2.0,-4.1,-5.9,-14.1,8.0,-0.2
CCCC12C(=O)C(C)(C(c3ccccc3)=C1c1ccccc1)C1C(=O)N(c3ccc(C)cc3)C(=O)C12 (stereo unspecified),-5.8,-6.6,-2.5,0.7,-4.0,25.2,-5.3,-0.5
CC(C)Cn1c(-c2csc3c2CCCC3)n[nH]c1=S,9.0,-1.0,7.3,2.5,-2.8,11.0,6.1,1.5
CCOC(=O)N1CCN(S(=O)(=O)Cc2ccccc2)CC1,-7.5,-5.0,0.7,0.8,0.9,18.9,-4.6,-3.0
Cc1nnc(SC(C)C(=O)Nc2nccs2)s1 (stereo unspecified),5.4,-4.6,-3.0,-1.2,-4.4,-5.3,6.7,5.5

# Complete entries from above:
# Cc1nnc(SC(C)C(=O)Nc2nccs2)s1 (stereo unspecified) as listed: APOBEC3G inh: 5.4; SENP6 block: -4.6; SENP8 block-1: -3.0; SENP1 inh: -1.2; UBC13 polyUb: -4.4; SENP8 block-2: -5.3; Apaf1 inhib: 6.7; SENP7 block: 5.5
# Cc1noc(C)c1COC(=O)/C=C/c1ccccc1Cl as listed: APOBEC3G inh: -12.3; SENP6 block: -4.4; SENP8 block-1: -2.8; SENP1 inh: -0.3; UBC13 polyUb: 2.5; SENP8 block-2: 14.8; Apaf1 inhib: 10.0; SENP7 block: -1.9

# (further entries)
SMILES,APOBEC3G inh,SENP6 block,SENP8 block-1,SENP1 inh,UBC13 polyUb,SENP8 block-2,Apaf1 inhib,SENP7 block
CN(CC(=O)Nc1cccc(F)c1)C(=O)/C=C/c1cc(Br)ccc1OC(F)F,-9.9,-6.4,6.5,-0.1,3.8,8.3,19.5,6.3
Nn1c(SCc2ccccc2F)nnc1-c1cccnc1,-5.2,3.3,-3.2,0.8,-8.7,6.5,-5.1,-5.6
C[C@@H](C(=O)Nc1nc2ccc(F)cc2s1)N1C(=O)C2CC=CCC2C1=O (stereo partly specified),2.7,18.2,-1.0,-2.2,1.8,-2.9,7.7,-0.8
O=C(CSc1cccc[n+]1[O-])NC1CCCCCCC1,-10.6,1.0,0.0,0.9,-3.1,15.5,-15.0,6.3
COc1ccc2occ(C(=O)c3ccccc3)c2c1,-11.2,-17.7,27.5,1.5,13.0,4.4,-15.8,18.9
COc1ccc2cc(C(=O)C3CCCN(C(=O)CCc4ccccn4)C3)ccc2c1 (stereo unspecified),-6.3,7.1,0.1,-2.7,16.3,-343.7,10.1,4.7
OCCC1CN(Cc2ccc(Oc3ncccn3)cc2)CCN1C1CCCCC1 (stereo unspecified),-2.1,-10.0,1.6,1.8,3.6,17.7,-4.0,-3.2
CCOc1cc(C=O)ccc1OCCn1c([N+](=O)[O-])cnc1C,-0.7,-22.6,2.9,0.2,-2.4,13.6,-5.3,-1.4
CCc1cc(CNC(=O)C2CCC(=O)N(Cc3ccc(Cl)cc3)C2)on1 (stereo unspecified),1.3,-27.1,-12.1,0.4,1.6,-4.4,-2.0,5.9
Cc1nc2n(COCCO)cnn2c(=O)c1Br,-6.0,-17.1,1.9,4.2,-1.3,4.6,-6.4,-1.9
Cc1cccc(CSc2nc3ccncc3n2CC(=O)Nc2cc(C)cc(C)c2)c1,-6.1,1.7,1.5,2.9,43.4,-9.6,20.6,5.3
O=C(O)c1n[nH]c2c1CCCCC2,-3.6,-7.7,-7.5,0.5,2.0,12.9,-4.2,2.2
CCN(C[C@H]1N[C@@](C)(C(=O)OC)[C@H]2C(=O)N(C)C(=O)[C@@H]12)C(=O)COc1ccccc1,-1.6,12.2,-4.0,0.7,6.8,15.4,-6.3,11.0
Cc1c(C#N)c(O)n(CCO)c(=O)c1N=Nc1ccccc1,-5.1,-2.2,5.9,2.1,-110.8,35.2,-9.9,0.7
COc1cc(CNCCNC(=O)c2cccs2)cc(OC)c1OC,-10.0,-15.6,-2.8,3.2,6.1,4.7,1.1,8.8
Nc1cc(N)nc(SCC(=O)NCc2ccco2)n1,-2.6,-22.7,-0.1,-0.6,4.7,28.1,-6.2,6.7
Cc1ccc(NC(=O)c2cnccn2)c(Br)c1,-3.7,4.3,-15.2,-0.1,-2.6,16.9,7.0,12.8
CNC(=S)N(Cc1cc2ccc(OC)cc2[nH]c1=O)CC1CCCO1 (stereo unspecified),-4.0,20.9,4.8,-0.7,-1.1,-11.1,-182.9,1.3
Cc1nc(C)c(C(=O)N(c2ccc(F)cc2)C(C(=O)NCC2CCCO2)c2ccccc2)s1 (stereo unspecified),-4.2,-22.8,-13.2,0.6,-8.6,0.3,4.3,-5.2
Cc1cc(C)nc(SCc2nc3nc(C)cc(C)n3c2Br)n1,-0.4,12.6,5.6,-5.6,8.0,-285.6,-14.6,-3.5
O=C(NCCC1=CCCCC1)C1CCN(C(=O)c2ccc(Br)cc2)CC1,-1.1,-8.3,-6.4,2.3,1.1,11.9,5.8,8.2
CCCSc1ccc([C@H]2N[C@@](CC(C)C)(C(=O)OC)[C@H]3C(=O)N(CC)C(=O)[C@@H]23)cc1,-2.7,-7.1,2.4,3.4,2.5,13.6,23.1,4.6
CC1CCC(NC(=O)C2CCN(c3cnccn3)CC2)CC1 (stereo unspecified),-1.3,-6.8,-2.8,0.4,-3.2,-172.2,4.7,1.8
O=C(CSc1nnc(-c2ccccc2)c(-c2ccccc2)n1)N1CCc2ccccc21,-2.4,15.9,-1.9,0.3,-0.2,20.4,8.8,4.0
COCCNc1nc2nonc2nc1N(C)Cc1cccc2cnccc12,0.5,-13.3,6.8,0.2,-4.0,6.1,-345.5,-0.4
O=S1(=O)C[C@@H]2N=C(N/N=C/c3ccccc3)S[C@@H]2C1,-1.8,-1.5,-2.7,1.2,3.1,19.4,-9.8,4.3
CC1CCCCN1C(=O)CSc1nc(C2CC2)nc2c1cnn2-c1ccccc1 (stereo unspecified),15.7,-2.6,-0.3,-2.8,-7.3,-23.6,12.7,11.7
CCOCCCNC(=O)CCSc1ccc(C)cc1,-1.4,2.2,-3.6,-0.9,1.1,6.5,7.1,7.9
Cc1nc(N=Nc2ccc(O)cc2)n[nH]1,2.9,74.8*,45.0,0.8,-43.9,21.3,1.6,58.3*
Cc1cc(C)c(C#N)c(Sc2nnnn2-c2ccccc2)n1,4.8,11.9,4.3,-5.4,-4.4,2.5,7.4,3.3
CCCOc1ccccc1C1CC(=O)NC(C)=C1C(=O)OCC(C)C (stereo unspecified),-4.3,-4.4,-3.2,0.9,-0.3,17.9,20.2,1.8
COc1cc(C(=O)OCC(=O)NC(N)=O)cc(CN2C(=O)c3ccccc3C2=O)c1OC,16.6,-5.5,1.2,2.3,0.4,13.4,6.7,12.2
O=C(NNC(=O)c1cccc(S(=O)(=O)N2CCCCC2)c1)c1ccccc1,-4.4,-15.1,-37.8,3.1,-10.6,5.6,-3.9,-4.0
Cc1ccc(NC(=O)c2ccc(CN3CCc4ccccc4C3)cc2)cc1,-6.4,21.5,6.5,-1.4,1.0,70.8*,48.1*,11.8
CCOC(=O)c1ccc(NC(=O)[C@@H](NC(N)=O)C(C)C)cc1,-3.3,4.5,6.5,2.3,6.7,26.2,-14.8,7.9
CCOc1nc2cnccc2n(CC(=O)Nc2c(C)cccc2CC)c1=O,-6.8,-17.3,-13.9,-3.9,3.2,5.9,-8.9,6.4
Cc1nn(-c2ccccc2)c2sc(C(=O)N(Cc3ccco3)C(C)C(=O)NC(C)(C)C)cc12 (stereo unspecified),-4.1,0.8,1.7,-0.1,-1.7,-13.6,7.7,-3.3
COc1ccc(NC(=O)Nc2ccc(OCC(=O)N3CCOCC3)cc2)cc1OC,-7.1,-12.2,-1.6,2.6,3.3,17.2,-21.7,12.2
Cc1ccc(Cn2c(C)c3cnn(CC(=O)NCc4ccccn4)c(=O)c3c2C)cc1,-4.0,-6.2,-0.2,0.4,-3.2,-8.9,1.3,5.7
COc1ccccc1-c1nc(SCC(=O)NCc2ccco2)c2c(=O)n(C)c(=O)n(C)c2n1,-8.8,-15.0,-0.6,-1.0,0.1,-365.3,10.5,9.1
CCOC(=O)C1CCCN(Cc2nc(N)nc(Nc3ccccc3)n2)C1 (stereo unspecified),-2.6,-20.9,-4.6,-27.1,13.6,-28.4,2.2,-2.8
CCOC(=O)c1c(NC(=O)C2=C(C)NC(=S)NC2c2ccc(F)cc2F)sc(C)c1C (stereo unspecified),-7.1,-11.2,-0.1,-64.3,4.9,-428.2,10.0,-1.4
O=C(CS(=O)(=O)c1ccccc1)NC1CCCCC1,0.9,-19.1,-9.2,0.8,-8.5,5.1,-7.8,-5.5

# Not a retest: entries from further up.
SMILES,APOBEC3G inh,SENP6 block,SENP8 block-1,SENP1 inh,UBC13 polyUb,SENP8 block-2,Apaf1 inhib,SENP7 block
O=C(COc1ccc(-n2cnnn2)cc1)Nc1ccc(F)c(F)c1F,-7.7,-3.0,-15.5,1.1,-8.6,20.0,9.2,-5.7
CC(c1ccccc1)n1c(-c2ccncc2)n[nH]c1=S (stereo unspecified),26.3,-9.1,-1.9,0.9,3.0,-13.0,-5.4,-10.0
COc1ccc2oc(C(=O)OCC(=O)NC3(C#N)CCCC3)c(C)c2c1,-7.6,-7.3,3.1,0.5,11.9,-404.1,10.1,1.1
O=C(N/N=C/c1ccc(-c2ccccc2[N+](=O)[O-])o1)c1cccnc1,0.7,31.9,44.1,-1.0,-45.8,8.9,78.8*,17.0

# Bioassay records from PubChem BioAssay.

# Outcome played no part in choosing rows. About 3.6% of those tested had a hit in this group.
